Compound activity from PubChem BioAssay.
SIAH1 antagonists – blockers of Siah-1 interaction with plectin peptide – biochemical, fluorescence polarization, rhodamine-plectin, uHTS, primary screen (AID 1817); Siah-1 / rhodamine-plectin peptide fluorescence polarization; higher % means a stronger effect; one-dose displacement, % at 20 µM; IC50 in µM for titrated hits; 290,000 tested, 0.02% active;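 active = displacement of at least 50% at 20 µM, with a fluorescence ratio check between 0.3 and a set limit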;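 also: plate controls were Siah plus tracer with DMSO for no effect and tracer alone without Siah for full effect; strong numbers were not always called active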
West Nile virus CPE – West Nile virus antiviral activity, cell-based, CPE readout (AID 1621); West Nile virus-infected cells, CPE inhibition; higher % means a stronger effect; one-dose CPE inhibition, % at 10 µM; IC50 in µM for titrated hits; 290,000 tested, 0.02% active; in the data active = a potency from the dose series; also: strong numbers were not always called active
P. falciparum M1AAP – malaria alanyl aminopeptidase activity blockers – biochemical, fluorogenic H-Leu-NHMec substrate, 1536-well (AID 1445); recombinant M1AAP, H-Leu-NHMec fluorogenic kinetic assay; higher % means a stronger effect; inhibition, % at 30 µM; hits with a dose series show IC50 in µM; 220,000 tested, 0.42% active;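 active = primary inhibition above the hit cutoff, then over 50% inhibition at one or more dose response concentrations, cut at about 23% in these data, passing the limit was not always enough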;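 also: plate controls were DMSO full reaction for no effect and no enzyme background for full effect; strong numbers were not always called active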
Salmonella PhoP GFP – PhoP-dependent GFP reporter repression – Salmonella Typhimurium, primary screen (AID 1863). S. Typhimurium PhoP-regulated promoter GFP reporter, 4 h; higher % means a stronger effect. inhibition, % at 50 µM, or IC50 in µM where a hit was titrated. 300,000 tested, 0.16% active;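 active = inhibition over 29.93%, a cutoff 3 SD above the screen mean, later confirmed by dose response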;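 also: 0% = low Mg2+ inducing control and 100% = high Mg2+ repressing control; strong numbers were not always called active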
ER stress rescue – protection against thapsigargin-triggered cell killing – 384-well, CSM14.1, ATP luminescence, primary screen (AID 1222). CSM14.1 thapsigargin-induced death rescue, ATP luminescence; higher % means a stronger effect. cellular ATP content (survival), % at 20 µM, or EC50 in µM where a hit was titrated. 190,000 tested, under 10 active;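 active = EC50 below 50 µM in the dose-response confirmation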;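 also: death triggered by thapsigargin at about 15 µM added after 2 h compound pretreatment; cell ATP read after overnight thapsigargin exposure of roughly 18 to 22 hours; normalized against plate controls of thapsigargin alone and 5% DMSO vehicle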
XIAP antagonists – small molecules displacing peptide from XIAP – biochemical, IAP family, fluorescence polarization (AID 1018) | displacement, % at 20 µM, or IC50 in µM where a hit was titrated | XIAP BIR domain, fluorescence polarization peptide displacement; higher % means a stronger effect | 200,000 tested, 0.007% active; in the data active = displacement above about 50%; also: a part of the inactive calls stands beside numbers as strong as those of hits
PMI inhibition – MPI inhibition at elevated mannose 6-phosphate – biochemical, fluorescence intensity, high mannose 6-phosphate, primary screen (AID 1220); recombinant PMI enzyme, coupled fluorescence intensity; higher % means a stronger effect; inhibition, % at 20 µM, or IC50 in µM where a hit was titrated; 190,000 tested, 0.66% active; in the data active = inhibition above about 50%
P. falciparum M17LAP – P. falciparum M17LAP inhibitors, primary screen, biochemical, fluorogenic H-Leu-NHMec substrate, 1536-well (AID 1619); recombinant M17LAP, H-Leu-NHMec fluorogenic kinetic assay; higher % means a stronger effect; 220,000 tested, 0.38% active; inhibition, % at 30 µM, or IC50 in µM where a hit was titrated;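 active = compound inhibiting the enzyme by more than half at any dose during confirmatory dose-response retesting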;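 also: plate controls were full reaction with DMSO carrier for no effect and no enzyme background for full effect; strong numbers were not always called active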
Yfh1-off respiration – enhancers of respiration in Yfh1-depleted yeast, dose response, Friedreich's ataxia, plus single-dose screen (AID 1465); S. cerevisiae Yfh1-off respiration, WST-1 reduction, 72 h; higher fold induction means a stronger effect; fold induction at 50 µM; hits with a dose series show EC50 in µM; 220,000 tested, 0.074% active;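 active = fold induction of absorbance versus untreated yeast above a set limit, then at least 30% activation at any dose in follow-up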;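 also: activators that raise dye reduction in frataxin-depleted yeast; strong numbers were not always called active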
Active calls of the source: *; i = inactive; . = no result given. Rows are unselected. About 1.6% of those tested had a hit in this group.

SMILES	SIAH1 antagonists	West Nile virus CPE	P. falciparum M1AAP	Salmonella PhoP GFP	ER stress rescue	XIAP antagonists	PMI inhibition	P. falciparum M17LAP	Yfh1-off respiration
CSc1nnc(Cn2c(=O)sc3ccccc32)n1CCc1ccccc1	0%	-1.2%	2%	11%	0.6%	-4.7%	10%	-2%	i
CN1CCN(NC(=O)c2ccc(S(=O)(=O)N3CC4(C)CC3CC(C)(C)C4)cc2)CC1 (stereo unspecified)	1%	0.2%	-3%	-9%	.	.	.	3%	i
Cn1cnnc1SCCC(=O)Nc1ccc(Cl)cc1	10%	0.3%	-2%	2%	-1.4%	-7.0%	-8%	22%	i
O=S(=O)(Cc1cc(Cl)nc(-c2ccccc2)n1)c1ccccc1	12%	-0.9%	9%	-3%	-2.6%	0.0%	16%	9%	i
CN1C[C@@H]2C[C@@H](c3ccc(C#CC(C)(C)O)s3)N3CCC[C@@]23C1=O	11%	0.0%	-2%	-5%	0.1%	0.2%	41%	8%	i
O=C(c1ccc([N+](=O)[O-])cc1)N1C=CC(C(F)(F)F)=NCC1	8%	0.1%	3%	1%	-0.4%	-4.8%	-2%	8%	i
Cc1cccc(C)c1NC(=O)CNC(=O)C(NC(=O)c1ccc(C(C)(C)C)cc1)C(C)C (stereo unspecified)	8%	-0.5%	2%	-4%	0.0%	6.8%	3%	8%	i
C/C(=C\c1ccccc1)CN1CCC(C(=O)N2CCCC(C)C2)CC1 (stereo unspecified)	3%	-0.7%	0%	7%	-1.9%	-1.7%	-8%	4%	i
CCCc1cc(=O)n2[nH]c(NCc3ccc(OC)c(OC)c3)nc2n1	4%	0.3%	1%	0%	-0.9%	-5.7%	3%	3%	i
COC(=O)c1cccnc1-n1c(=O)c2cccnc2n(Cc2ccc([N+](=O)[O-])cc2)c1=O	-1%	-0.1%	1%	-2%	.	-4.3%	12%	-3%	i
COc1ccc(Cl)cc1NC(=O)COC(=O)c1cc(NS(=O)(=O)c2cccs2)ccc1O	2%	-0.2%	1%	7%	0.0%	-6.5%	-3%	-6%	i
Oc1cc2ccccc2cc1-c1n[nH]c(=S)o1	-2%	1.7%	9%	-12%	-1.4%	-3.6%	11%	-22%	i
Cc1ccc2cc(CN(CC3CCCO3)S(=O)(=O)c3c(C)ccc4nsnc34)c(=O)[nH]c2c1 (stereo unspecified)	-5%	-1.1%	13%	-8%	1.2%	-3.8%	5%	-4%	i
Cc1ccc(-n2c(C)cc(/C=N/NC(=O)Cn3c4ccccc4c(=O)c4ccccc43)c2C)cc1	0%	-0.7%	10%	22%	0.7%	-7.2%	32%	-39%	i
Cc1ccc(N2CC(C(=O)Nc3c(C)n(C)n(-c4ccccc4)c3=O)CC2=O)cc1 (stereo unspecified)	-5%	0.4%	-2%	-1%	-1.1%	-9.7%	17%	12%	i
N/C(=N\OC(=O)CCC1CCCCC1)c1cccnc1	13%	0.7%	0%	-2%	0.8%	-1.4%	8%	9%	i
Cc1c(Cl)cnc(NC(=O)CSc2nnc3ccccn23)c1Cl	0%	0.2%	1%	2%	-2.6%	6.6%	13%	-8%	i
CCC(=O)n1nc(-c2cccnc2)nc1NCc1ccc(F)cc1	-2%	-0.3%	4%	-1%	-0.6%	-5.2%	4%	6%	i
O=S(=O)(NCc1cc(-c2ccccc2)no1)c1ccc(Cl)cc1	-3%	0.2%	1%	-1%	-0.8%	0.4%	2%	-3%	i
CCCOc1ccc(N/C=C/C(=O)C(C)(C)C)cc1	0%	1.2%	3%	-3%	-1.5%	-12%	10%	6%	i
N#C/C(=N\Nc1ccc(F)cc1)C(=N)N1CCCCC1	-8%	-0.7%	4%	-1%	-4.9%	-5.5%	-4%	11%	i
O=C1NC(=S)S/C1=C/c1ccc(N2CCOCC2)o1	-10%	-0.5%	23%	-10%	-1.3%	2.4%	-14%	24%	i
Cc1cc(OCCCn2cnc3ccccc3c2=O)ccc1[N+](=O)[O-]	10%	-1.1%	1%	10%	-1.8%	-4.3%	-4%	-19%	i
CN(C)c1nc(N)nc(Nc2ccccc2C#N)n1	1%	0.0%	4%	-2%	0.6%	-6.0%	18%	-5%	i
S=c1nc(-c2ccccc2)c(-c2ccccc2)n[nH]1	6%	0.0%	5%	-7%	.	.	.	9%	i
COC(=O)c1ccc(NC(=O)CNC(=O)C2CCCCC2)cc1	2%	-0.1%	-4%	-14%	-0.5%	0.0%	-3%	7%	i
COc1ccccc1C(=O)N1CCN=C1SC	2%	0.1%	-1%	-7%	0.2%	-0.3%	6%	-1%	i
CCC(C)Sc1nc(O)cc(=O)[nH]1 (stereo unspecified)	2%	.	10%	21%	-0.4%	-5.4%	2%	4%	i
COc1ccc(OCC(=O)c2c(O)c3ccccc3oc2=O)cc1	1%	-0.5%	10%	-10%	-1.9%	-1.9%	-71%	21%	i
O=C(COC(=O)CCCSc1nc2ccccc2[nH]1)Nc1ccc(Cl)cc1	6%	-0.4%	12%	8%	0.1%	-7.1%	2%	12%	i
O=C(Nc1ccccc1Cl)N1CCN(C/C=C/c2ccccc2)CC1	3%	-1.1%	4%	11%	-8.0%	-3.4%	-2%	4%	i
Cn1c(=O)c2c(nc(CN3CCN(Cc4ccccc4)CC3)n2Cc2cccc(Cl)c2)n(C)c1=O	-5%	0.8%	.	.	-5.0%	-3.3%	17%	.	i
COCCn1c(C)cc(C(=O)COC(=O)c2ccc(N3CCCC3=O)cc2)c1C	-2%	-0.5%	3%	17%	-3.4%	-2.7%	2%	-4%	i
O=C(Nc1cccc(NC(=O)c2cccs2)c1)c1ccc2c(c1)OCO2	18%	-0.3%	9%	1%	-1.2%	0.5%	6%	-7%	i
Cn1c(CNC(=O)c2ccco2)nnc1SCC(=O)Nc1cccc(F)c1	-3%	-0.1%	-3%	-5%	-0.4%	-20%	-6%	4%	i
COc1ccc2c(OC)cc(=O)n(C)c2c1	1%	0.1%	7%	16%	1.0%	-2.7%	10%	0%	i
COC(=O)Cc1ccc(NC(=S)N2CCN(C)CC2)cc1	5%	0.7%	2%	-3%	-2.3%	-3.7%	8%	-6%	i
Cc1ccc(S(=O)(=O)N2CCN(C(=O)CSc3nccn3C)CC2)cc1	3%	0.3%	4%	-5%	.	.	.	-1%	i
Cc1cc(C)cc(NC(=O)CN2CCc3ccccc3C2)c1	0%	0.0%	-2%	23%	1.0%	-4.1%	2%	10%	i
COc1ccc(C2=NO[C@@H]3[C@@H]4C[C@@H]([C@H]5C(=O)N(c6ccc7c(c6)OCO7)C(=O)[C@@H]45)[C@H]23)cc1OC	2%	-0.5%	6%	-18%	0.8%	0.4%	29%	2%	i
CC(=O)c1cccc(NC(=O)CO/N=C2/CCCc3nonc32)c1	-4%	-0.8%	1%	5%	-0.2%	-2.8%	2%	12%	i
COc1ccc(C(=O)N2CCOCC2)cc1Br	3%	-0.5%	3%	3%	4.0%	1.2%	6%	-2%	i
O=C(c1n[nH]c2ccccc12)N1CCCCC1	2%	-0.2%	-5%	-4%	.	-10%	5%	-7%	i
Cc1nc(C)c(C(=O)Nc2cccc(Cl)c2)o1	-6%	0.5%	5%	-4%	-2.0%	-1.2%	-12%	3%	i
CC(=O)Nc1ccc(OC(=O)c2ccc(Br)c([N+](=O)[O-])c2)cc1	-2%	0.6%	-1%	-13%	0.1%	-7.0%	-4%	13%	i
CN(c1ccc(C(=O)N2CCN(c3ccc(F)cc3)CC2)cc1)S(C)(=O)=O	2%	-0.1%	10%	-6%	-2.6%	-11%	-6%	3%	i
COc1ccc(N=Cc2cccc(C)c2O)cc1Cl	-2%	-0.1%	3%	6%	-1.4%	-2.2%	8%	-5%	i
CCC1(C(=O)OC)NC(c2cccc(F)c2)C2C(=O)N(C)C(=O)C21 (stereo unspecified)	.	0.3%	4%	4%	.	.	.	7%	i
COc1cccc(NC(=S)NN2C(C)CCCC2C)c1 (stereo unspecified)	5%	-0.6%	6%	8%	-1.7%	-3.4%	-4%	7%	i
CCNC(=O)NC(=O)COC(=O)CNC(=O)COc1ccccc1	0%	0.3%	-8%	9%	.	-2.9%	-4%	-10%	i
NC(=O)c1cnn2c(-c3cccc(C(F)(F)F)c3)ccnc12	14%	-0.1%	2%	-13%	.	.	.	-1%	i
CC(C)CNC(=O)COC(=O)/C=C/c1ccccc1[N+](=O)[O-]	2%	.	5%	-5%	3.5%	-5.2%	2%	6%	.
COc1ccc(N(C(C)C(=O)NN=C2CCCC2)S(C)(=O)=O)cc1 (stereo unspecified)	-7%	0.5%	3%	3%	1.4%	2.9%	3%	-9%	i
CNC(=O)c1cc(Nc2nnc(-c3ccc(O)cc3)c3ccccc23)ccc1OC	0%	1.0%	6%	-3%	-2.4%	-5.8%	-1%	13%	i
Cc1ccnc(NS(=O)(=O)c2ccc(NC(=O)CN3C(=O)CCC3=O)cc2)n1	-7%	0.3%	2%	0%	0.4%	-4.4%	-12%	15%	i
C=CCn1c(=O)c2ccccc2n2c(Sc3nnnn3-c3ccccc3)nnc12	5%	0.4%	2%	-5%	0.4%	-4.4%	-1%	-3%	i

Arranged by value in P. falciparum M1AAP (falling): 3 of the compounds above
canonical_smiles | P. falciparum M1AAP
CN(c1ccc(C(=O)N2CCN(c3ccc(F)cc3)CC2)cc1)S(C)(=O)=O | 10%
CC(C)CNC(=O)COC(=O)/C=C/c1ccccc1[N+](=O)[O-] | 5%
Cc1ccnc(NS(=O)(=O)c2ccc(NC(=O)CN3C(=O)CCC3=O)cc2)n1 | 2%

Compounds above containing an aryl thioether with sulfur outside any ring:
SMILES	SIAH1 antagonists	West Nile virus CPE	P. falciparum M1AAP	Salmonella PhoP GFP	ER stress rescue	XIAP antagonists	PMI inhibition	P. falciparum M17LAP	Yfh1-off respiration
CSc1nnc(Cn2c(=O)sc3ccccc32)n1CCc1ccccc1	0%	-1.2%	2%	11%	0.6%	-4.7%	10%	-2%	i
Cn1cnnc1SCCC(=O)Nc1ccc(Cl)cc1	10%	0.3%	-2%	2%	-1.4%	-7.0%	-8%	22%	i
Cc1c(Cl)cnc(NC(=O)CSc2nnc3ccccn23)c1Cl	0%	0.2%	1%	2%	-2.6%	6.6%	13%	-8%	i
CCC(C)Sc1nc(O)cc(=O)[nH]1 (stereo unspecified)	2%	.	10%	21%	-0.4%	-5.4%	2%	4%	i
O=C(COC(=O)CCCSc1nc2ccccc2[nH]1)Nc1ccc(Cl)cc1	6%	-0.4%	12%	8%	0.1%	-7.1%	2%	12%	i
Cn1c(CNC(=O)c2ccco2)nnc1SCC(=O)Nc1cccc(F)c1	-3%	-0.1%	-3%	-5%	-0.4%	-20%	-6%	4%	i
Cc1ccc(S(=O)(=O)N2CCN(C(=O)CSc3nccn3C)CC2)cc1	3%	0.3%	4%	-5%	.	.	.	-1%	i
C=CCn1c(=O)c2ccccc2n2c(Sc3nnnn3-c3ccccc3)nnc12	5%	0.4%	2%	-5%	0.4%	-4.4%	-1%	-3%	i
